MT stabilizer: stabilizes microtubules in HeLa cells | HeLa tubulin immunostaining HCS, 24 h; share of cells brighter than vehicle mean+2SD | % tubulin-high responders, % at 10 µM | 0.83% of 200,000 active | AID 2205;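 active = plate Z-score above 3 for both tubulin-high and condensed-nucleus cell shares, with cell loss under 80%, at 10 µM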;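 also: anti alpha tubulin signal scored within the nucleus-defined area of each cell; some results filed as inactive read as strong as hits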
XIAP antagonists: XIAP antagonists, biochemical, IAP family, fluorescence polarization (AID 1018). 0.007% of 200,000 active. displacement, % at 20 µM; hits with a dose series show IC50 in µM. XIAP BIR domain, fluorescence polarization peptide displacement; higher % means a stronger effect; in the data active = displacement above about 50%; also: a part of the inactive calls stands beside numbers as strong as those of hits
ER stress rescue: protection against thapsigargin-triggered cell killing – 384-well, CSM14.1, ATP luminescence, primary screen (AID 1222). CSM14.1 thapsigargin-induced death rescue, ATP luminescence; higher % means a stronger effect. 190,000 tested, under 10 active. cellular ATP content (survival), % at 20 µM, or EC50 in µM where a hit was titrated;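 active = EC50 below 50 µM in the dose-response confirmation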;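 also: death triggered by thapsigargin at about 15 µM added after 2 h compound pretreatment; cell ATP read after overnight thapsigargin exposure of roughly 18 to 22 hours; normalized against plate controls of thapsigargin alone and 5% DMSO vehicle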
Dynein transport: dynein cargo transport inhibition; 3617.4 mouse cells, GR-EGFP nuclear translocation imaging; test concentration mostly 20 µM; stimulated with dexamethasone, 1 µM; active compounds read low; z-score, hits read low; 0.47% of 220,000 active;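 active = plate z-score of nuclear minus cytoplasmic receptor signal below a set negative limit, without overly bright fluorescence or cell loss, cut at about -3.5 in these data, passing the limit was not always enough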;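 also: z-score of nuclear minus cytoplasmic ring GR-EGFP intensity difference per well; some compounds called inactive have numbers as strong as hits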
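Also added – dexamethasone, 1.0 µM final · Buffer or medium – tet-free, stripped-serum medium · Schedule – induction 48 h, compound 1 h, agonist 30 min · Detection – formaldehyde fixation, Hoechst nuclear stain, 10x automated fluorescence imaging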
Autophagy HCS: modulators of autophagy; MEF GFP-LC3 puncta imaging; test concentration mostly 10 µM; calls only at 10 µM (by protocol); AID 463193; 0.98% of 190,000 active;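 active = percentage of spot-positive cells more than 3 SD above its plate mean, without a fluorescence outlier flag or 80% toxicity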;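 also: spot-positive cell cutoff set from DMSO-treated cells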
Insulin prom up: MIN6 insulin promoter up-regulation; MIN6 insulin promoter-GFP reporter, high-content imaging; active compounds read high; z-score at 5 µM; 0.3% of 190,000 active; AID 1625;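 active = z-score above 3 at 5 µM with at least 500 cells counted in the well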
Lipid droplet: modulators of hepatic lipid droplet formation | inhibition, % at 6.5 µM | AML12 mouse hepatocytes, oleate lipid droplets, BODIPY imaging | 0.4% of 240,000 active | AID 1656;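 active = lipid droplet intensity inhibited by at least 50%, with more than 500 cells counted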
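System: AML12 hepatocytes (mouse). Probe or stimulus: oleic acid at 100 µM to induce lipid droplet formation. Times: overnight treatment with compound plus oleate. Detection: Image-based BODIPY and DAPI two-channel analysis. Evaluation: percent inhibition of filter-corrected integrated lipid droplet intensity per well.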
b-catenin transl: modulators of beta-catenin nuclear translocation. HeLa beta-catenin nuclear translocation, immunofluorescence imaging. nuclear translocation activity, % at 5 µM. 0.3% of 190,000 active;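 active = nuclear translocation activity above 50% at 5 µM, with a well cell count of 50 or more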;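 also: per-cell ratio of nuclear to cytoplasmic median beta-catenin stain intensity; plate controls were DMSO negative control for no effect and GSK-3 inhibitor IX positive control for full effect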
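Technique: fluorescence imaging of beta-catenin antibody stain plus DAPI / Material: human HeLa cell line / Incubation: compound treatment 24 h, 37°C, 5% CO2 / Read-out basis: % activation of per-cell nuclear versus cytoplasmic median beta-catenin signal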
WT yeast gro inh: growth inhibition of WT yeast, mitochondrial fusion screen | AID 1362 | mitochondrial fusion phenotypic screen, WT strain | 2.1% of 190,000 active | inhibition, % at 10 µM; in the data active = inhibition above about 58%; tested in S. cerevisiae
WT yeast gro inh mutant strain: further read-out of WT yeast gro inh, marked with its call; inhibition, %; mitochondrial fusion phenotypic screen, mutant strain inhibition
Dynein transport cytoplasmic EGFP: second read-out of Dynein transport, no call of its own (marks repeat the call); z-score; measured here: cytoplasmic GR-EGFP intensity; active compounds read high
Dynein transport nuclear GR-EGFP: further read-out of Dynein transport, marked with its call; z-score; measured here: nuclear GR-EGFP intensity;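 lower value marks the stronger effect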
Dynein transport cell count: recorded beside Dynein transport, whose call it bears; z-score; measured here: cell count per field
Insulin prom up cell count: recorded beside Insulin prom up, whose call it bears; cell count; measured here: cytotoxicity, nuclei count;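 total cells summed across four imaged fields per well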
Lipid droplet cells 6.5 µM: also measured in Lipid droplet; calls as there; cell count; measured here: cell count, cytotoxicity flag;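 cells counted across two imaged fields per well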
b-catenin transl cell count 5 µM: also measured in b-catenin transl; calls as there; cell count; measured here: cell count, cytotoxicity flag
MT stabilizer Hoechst-high %: recorded beside MT stabilizer, whose call it bears; % Hoechst-high responders; measured here: nuclear condensation Hoechst responders;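 share of cells brighter than vehicle mean plus two SD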
MT stabilizer cytotoxicity %: recorded beside MT stabilizer, whose call it bears; toxicity, %; measured here: cytotoxicity by cell density;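 0% = mean cell density of plate MIN control wells and 100% = no cells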
Autophagy HCS cell loss 18 h: second read-out of Autophagy HCS, no call of its own (marks repeat the call); toxicity, %; measured here: cell loss, nuclei count;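 cell loss after 18 h compound exposure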
Numbers without * were called inactive; i = inactive; / = not tested or not shown.

SMILES | MT stabilizer | MT stabilizer Hoechst-high % | MT stabilizer cytotoxicity % | XIAP antagonists | ER stress rescue | Dynein transport | Dynein transport cytoplasmic EGFP | Dynein transport nuclear GR-EGFP | Dynein transport cell count | Autophagy HCS | Autophagy HCS cell loss 18 h | Insulin prom up | Insulin prom up cell count | Lipid droplet | Lipid droplet cells 6.5 µM | b-catenin transl | b-catenin transl cell count 5 µM | WT yeast gro inh | WT yeast gro inh mutant strain
N#CCCn1[nH]c(-c2ccccc2)cc1=O | 1.4 | 2.1 | 6.0 | -8.1% | 2.6% | -0.034 | -0.24 | -0.0065 | 0.18 | i | 5 | -0.16 | 1543 | -2 | 584 | 2.9 | 1091 | -6 | 14
COc1ccc2c(CC(=O)Nc3nccs3)coc2c1 | 1.4 | 3.0 | 11 | -11% | -0.7% | -0.058 | -0.32 | 0.21 | 0.32 | i | -4 | -0.41 | 1320 | -3 | 695 | 1.1 | 1069 | -3 | -5
Cc1nonc1CC(=O)N1CCCC(C(=O)c2ccc(Cl)cc2)C1 (stereo not drawn) | 4.0 | 3.3 | 2.9 | -1.9% | 1.0% | 0.39 | -0.21 | 0.21 | -0.32 | i | -32 | -0.21 | 1514 | 9 | 728 | -1.8 | 995 | -7 | -2
COc1cc(NC(=O)c2ccc3c(c2)OCCO3)ccc1NC(=O)c1cccs1 | 1.4 | 1.1 | 13 | 14% | 1.2% | -0.7 | -0.048 | -0.38 | 0.95 | i | -5 | -0.13 | 1290 | 9 | 605 | 0.4 | 1575 | 1 | -11
CC(C)c1nnc(NC(=O)c2cccc(NC(=O)C(F)(F)F)c2)s1 | 3.7 | 1.5 | 16 | -7.1% | -0.7% | 0.42 | -0.3 | 0.51 | 0.76 | i | 4 | 0.48 | 1236 | -11 | 648 | -2.5 | 1077 | 8 | 9
CCOc1cc2[nH]c(=S)n(CCCOC)c(=O)c2cc1OCC | 4.8 | 1.1 | 3.4 | -5.1% | -1.8% | -0.12 | -0.13 | 0.41 | -0.5 | i | 2 | -0.33 | 1332 | -1 | 749 | 0.2 | 1035 | 1 | 4
Cc1cc2n(n1)C(c1ccccc1)CC(c1ccc(Br)cc1)=N2 (stereo not drawn) | 3.0 | 3.2 | 12 | -6.4% | -3.8% | 0.44 | -0.25 | 0.39 | -0.45 | i | 3 | -0.3 | 1407 | 44 | 644 | 0.6 | 1084 | 55 | 5
COC(=O)C1CSc2[nH]c(=O)sc2C1c1ccc(OC)c(OC)c1 (stereo not drawn) | 3.2 | 2.6 | 7.1 | -2.8% | -0.8% | 1 | -0.19 | -0.017 | -1.2 | i | -6 | 0.11 | 1731 | / | / | 0.9 | 1264 | 77* | 16*
O=C(Nc1cccc([N+](=O)[O-])c1)C1CC(=O)N(C2CCCCC2)C1 (stereo not drawn) | 3.2 | 2.1 | 9.0 | -7.2% | 0.9% | -0.16 | -0.095 | 0.43 | -0.25 | i | -1 | -0.25 | 1656 | 8 | 757 | 2.4 | 970 | -3 | -3
Cc1cc(C(=O)Nn2c(-c3ccc(Br)cc3)nc3ccccc3c2=O)ccc1[N+](=O)[O-] | 2.6 | 3.0 | 6.3 | -8.5% | 0.1% | 0.12 | -0.23 | 0.15 | -0.091 | i | -15 | / | / | -3 | 670 | -0.1 | 1125 | 68* | 22*
C=C(C)c1cccc(C(C)(C)NC(=O)N(Cc2ccccc2)Cc2ccco2)c1 | 3.5 | 3.8 | 4.6 | -9.9% | 1.1% | 0.15 | -0.13 | 0.14 | 0.63 | i | 3 | -0.03 | 726 | 16 | 929 | / | / | 14 | 18
O=C(Nc1ccccc1C(=O)NC(Cc1ccc(O)cc1)C(=O)O)c1ccccc1 (stereo not drawn) | 1.4 | 1.1 | 4.9 | 0.9% | 0.8% | 1.8 | -0.29 | 1.2 | -0.52 | i | 15 | 0.4 | 1415 | 0 | 728 | 0.4 | 1507 | -7 | -7
O=C(Nc1nc(-c2cccc([N+](=O)[O-])c2)cs1)C(c1ccccc1)c1ccccc1 | 2.2 | 1.1 | 5.3 | -4.4% | -2.7% | 0.89 | -0.22 | 0.06 | 0.18 | i | 24 | -0.63 | 1602 | 37 | 675 | 3.6 | 1036 | 37 | 30
COC(=O)C(Cc1cnc(Cl)s1)(C(=O)OC)c1ccccc1[N+](=O)[O-] | 3.3 | 2.1 | 13 | -1.0% | -0.6% | 0.087 | -0.27 | -0.2 | 0.35 | i | -2 | / | / | 12 | 838 | -16 | 1323 | -14 | -102
O=C(CCC1CC(=O)Nc2ccccc21)NCc1cccnc1 (stereo not drawn) | 3.2 | 0.8 | 3.5 | -2.6% | 2.6% | 0.46 | -0.28 | 1 | -0.31 | i | 1 | 0.44 | 1042 | 11 | 739 | 2.1 | 433 | 16 | 6
O=C(NCCO)C(=O)c1c(-c2ccccc2)cc2ccccn12 | 2.6 | 3.0 | 7.9 | -7.7% | -0.2% | 0.72 | 0.3 | 0.68 | -0.72 | i | -7 | 0.36 | 1397 | 1 | 690 | 1.3 | 1065 | -23 | 8
CCOC(=O)c1c(C)sc2c1N(C(C)=O)c1cc(Cl)ccc1S2 | 3.8 | 2.7 | 1.7 | -4.3% | -1.4% | 0.52 | -0.2 | 0.54 | 0.51 | i | 10 | 0.36 | 1522 | / | / | 1.8 | 1310 | -7 | 18
CCn1c(COc2cc(C)cc(C)c2)nnc1SCC(=O)N1CCN(c2ccccc2)CC1 | 4.6 | 1.9 | 1.4 | -24% | -1.6% | 0.36 | -0.083 | 0.65 | 0.63 | i | 17 | -0.04 | 1507 | / | / | 0.5 | 1398 | 23 | 6
COc1ccc(-c2nc(-c3cccc([N+](=O)[O-])c3O)cc(=O)o2)cc1OC | 3.1 | 3.5 | 6.2 | -3.2% | 0.5% | 0.71 | -0.2 | 0.99 | -1.2 | i | 29 | -0.13 | 1493 | 16 | 613 | -3.4 | 1129 | -2 | -9
CN1CCN(CC(=O)Nc2ccc(Cl)cc2Cl)CC1 | 2.3 | 1.3 | 0.1 | -2.7% | / | -0.63 | -0.23 | -0.0043 | -0.64 | i | -1 | 0.09 | 1239 | -10 | 749 | 1.4 | 932 | 11 | -7
CN(C)S(=O)(=O)c1ccc(C(=O)Nc2ccccc2C(=O)O)cc1 | 5.1 | 3.3 | 6.7 | -6.1% | -2.5% | -0.19 | -0.21 | -0.22 | -0.16 | i | -6 | / | / | -11 | 707 | -9.0 | 1117 | -17 | 3
OC1(Cc2ccn[nH]2)CCCCC1 | 4.8 | 2.0 | 6.2 | 0.2% | 0.3% | -0.26 | -0.22 | 0.061 | 0.11 | i | 9 | 0.03 | 1097 | / | / | -1.0 | 977 | 17 | 11
CCN(CC)C(=O)CSc1nc(O)c(Cc2ccccc2)c(=O)n1-c1ccccc1C | / | / | / | / | / | 0.82 | -0.19 | 0.18 | 0.084 | / | / | 1.9 | 1501 | -5 | 651 | -0.3 | 1324 | / | /
Cc1ccc(NC(=S)NNC(=O)Cn2nc([N+](=O)[O-])cc2C)cc1 | 2.5 | 0.7 | 4.8 | -2.8% | -1.4% | 1.3 | 0.2 | 0.49 | -1.7 | i | -31 | 0.26 | 1178 | / | / | -1.0 | 796 | -8 | -9
CCOC(=O)C1=C(C)NC(C)=C(C(=O)OCC)C1c1cn(-c2ccccc2)nc1-c1ccco1 | 3.0 | 2.4 | 8.2 | -5.8% | 2.2% | -0.8 | -0.23 | -0.21 | 0.34 | i | -3 | -1.2 | 1066 | 0 | 781 | -1.3 | 1029 | / | /
Cc1cc(NC(=O)CSc2ncnc3c2cnn3-c2ccccc2)no1 | 3.1 | 3.0 | 6.8 | -6.1% | -0.2% | 1.3 | -0.16 | 1 | -1.4 | i | 1 | -0.22 | 1136 | -12 | 691 | -0.2 | 993 | -16 | 0
Cc1cc(C(F)(F)F)n2[nH]c(=O)c(N=Nc3ccccc3)c2n1 | 1.8 | 1.0 | 3.3 | -4.9% | 0.8% | 1.3 | -0.23 | 0.59 | -0.29 | i | 15 | / | / | 5 | 740 | 5.2 | 485 | -15 | 10
COc1ccc(N=Nc2nc(-c3ccccc3)c(-c3ccccc3)[nH]2)cc1 | 8.0 | 0.8 | 2.7 | -3.7% | -0.5% | -0.0092 | -0.19 | 0.16 | 0.76 | i | 4 | / | / | 100* | 622* | -0.3 | 1126 | 48 | 14
O=C(CSC1=NC(=O)C(Cc2ccccc2)C(=O)N1)Nc1ncccn1 (stereo not drawn) | 5.2 | 3.0 | 2.1 | -1.1% | -0.6% | -0.53 | -0.28 | -0.1 | 0.092 | i | 22 | 0.6 | 1129 | / | / | -0.4 | 1189 | -11 | -10
COc1ccc(CNC(=O)C/C(C)=N/NC(=O)COc2ccc(C)cc2Br)cc1 | 3.8 | 3.3 | 1.0 | -5.9% | -1.2% | -1.5 | -0.21 | -1 | 0.5 | i | 18 | -0.1 | 1092 | 1 | 671 | 146* | 365* | 3 | 3

High-throughput results: PubChem BioAssay, several laboratories

No enrichment for hits, and some 4% of all compounds hit somewhere here.
